# ADAM10 inh: ADAM10 inhibition, QFRET primary screen | inhibition, % at 7 µM | O14672 | recombinant ADAM10, EDANS/DABCYL FRET peptide cleavage, 3 h | 370,000 tested, 0.62% active | AID 720582;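 active = inhibition above a per-campaign cutoff equal to the mean of compounds falling between control-based bounds plus 3 SD, cut at about 20% in these data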;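 note: 0% = DMSO wells while the 100% control is not disclosed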
# DAX1 inh-1: inhibitors of human orphan nuclear receptor DAX1 (NR0B1). HEK293 Gal4-DAX1 luciferase reporter, luminescence. AID 504766. P51843. inhibition, % at 6.75 µM. 340,000 tested, 0.99% active;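 active = inhibition above the mean over all tested compounds plus 3 SD, cut at about 4.2% in these data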;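 note: 0% = DAX1-transfected cells with DMSO and 100% = empty-vector control cells with DMSO; inhibition shows as a rise in luminescence from relieved DAX1 repression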
# PLC-gamma1 inh: inhibitors of human phospholipase C gamma1. purified PLC-gamma1, fluorogenic substrate, fluorescence. 370,000 tested, 0.84% active. inhibition, % at 12.2 µM; in the data active = inhibition above about 9.5%
# Target sequence (P19174 whole entry, looked up): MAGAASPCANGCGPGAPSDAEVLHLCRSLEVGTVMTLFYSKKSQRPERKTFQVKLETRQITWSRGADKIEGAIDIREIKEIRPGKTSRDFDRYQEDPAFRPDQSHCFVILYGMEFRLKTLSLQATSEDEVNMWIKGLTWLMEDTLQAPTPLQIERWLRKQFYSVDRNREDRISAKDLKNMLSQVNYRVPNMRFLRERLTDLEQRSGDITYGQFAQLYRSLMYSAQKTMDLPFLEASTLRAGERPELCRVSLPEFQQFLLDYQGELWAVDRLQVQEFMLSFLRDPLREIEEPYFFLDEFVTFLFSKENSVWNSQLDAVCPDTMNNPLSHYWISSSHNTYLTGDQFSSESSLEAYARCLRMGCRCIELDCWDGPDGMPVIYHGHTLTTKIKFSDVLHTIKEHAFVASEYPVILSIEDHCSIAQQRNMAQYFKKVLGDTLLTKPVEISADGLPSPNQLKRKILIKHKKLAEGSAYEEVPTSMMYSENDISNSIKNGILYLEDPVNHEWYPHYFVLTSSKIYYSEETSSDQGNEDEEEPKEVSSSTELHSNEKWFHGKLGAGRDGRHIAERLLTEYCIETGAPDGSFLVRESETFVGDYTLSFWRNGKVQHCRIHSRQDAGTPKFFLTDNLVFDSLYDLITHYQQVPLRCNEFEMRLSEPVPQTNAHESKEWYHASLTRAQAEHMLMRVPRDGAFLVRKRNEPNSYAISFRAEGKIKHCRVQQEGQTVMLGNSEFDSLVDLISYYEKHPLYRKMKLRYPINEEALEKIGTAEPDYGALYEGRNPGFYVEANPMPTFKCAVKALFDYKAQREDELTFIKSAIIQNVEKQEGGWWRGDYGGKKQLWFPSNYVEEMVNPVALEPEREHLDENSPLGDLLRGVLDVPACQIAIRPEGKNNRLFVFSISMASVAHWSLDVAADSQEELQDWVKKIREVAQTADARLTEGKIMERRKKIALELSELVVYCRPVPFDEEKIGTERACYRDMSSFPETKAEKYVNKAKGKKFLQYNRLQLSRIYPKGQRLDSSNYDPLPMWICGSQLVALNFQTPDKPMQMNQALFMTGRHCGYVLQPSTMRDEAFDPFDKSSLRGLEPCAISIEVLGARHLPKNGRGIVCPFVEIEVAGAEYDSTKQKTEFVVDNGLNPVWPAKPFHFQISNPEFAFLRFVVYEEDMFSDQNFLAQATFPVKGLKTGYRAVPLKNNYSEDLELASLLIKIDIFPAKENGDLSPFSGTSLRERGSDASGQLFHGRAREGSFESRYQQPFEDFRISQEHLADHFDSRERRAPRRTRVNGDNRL
# hgDAF12 agonist: agonists of H. glycines DAF-12 nuclear receptor; 370,000 tested, 1.8% active; activation, % at 6.8 µM; HEK293 GAL4-hgDAF12 UAS-luciferase reporter, agonist luminescence; normalized to butyrate control;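 active = activation above a cutoff set at the mean of all screened compounds plus 3 SD, cut at about 10% in these data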;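 note: 0% = DMSO wells and 100% = sodium butyrate wells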
# ADAM17 inh: inhibitors of human ADAM17; recombinant ADAM17, EDANS/DABCYL FRET peptide cleavage; P78536; inhibition, % at 6.95 µM; 370,000 tested, 0.83% active; AID 720648;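 active = inhibition above the mean of compounds lying between control limits plus 3 SD, set per campaign, cut at about 8.5% in these data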;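 note: 0% = DMSO-only wells as the low control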
# GAA850 FXN act: increases GAA850 frataxin promoter reporter activity. AID 540364. 360,000 tested, 0.56% active. HEK293 lucGAA850 FXN promoter luciferase reporter, 24 h; percent of 10 µM SAHA response. activation, % at 6 µM;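 active = activation above the average of all compounds screened plus 3 SD, cutoff fixed separately per campaign, cut at about 7.5% in these data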;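 note: 0% = DMSO wells and 100% = 10 µM SAHA wells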
# hcDAF-12 act: H. contortus DAF-12 activation, primary screen; HEK293 hcDAF-12 lit1-tk-luc reporter, luminescence; 0% DMSO, 100% Δ7-dafachronic acid; activation, % at 6.8 µM; 370,000 tested, 1.4% active; AID 652067;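 active = activation above the mean of all tested compounds plus 3 SD, cut at about 5.5% in these data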;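 note: 100% = response to 3 µM Δ7-dafachronic acid high control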
# PLC-beta3 inh: inhibitors of human phospholipase C beta3. inhibition, % at 12.2 µM. Purified PLC-beta3, fluorogenic substrate, fluorescence. Q01970. 370,000 tested, 0.18% active; in the data active = inhibition above about 11%;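 note: 0% = median of compound wells on plate and 100% = full blocker control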
# DAX1 inh-2: inhibitors of DAX1 repression of SF-1 activated StAR promoter; inhibition, % at 6.8 µM; HEK293T StAR-luciferase reporter, SF-1/DAX-1 repression relief; 370,000 tested, 1.1% active; AID 652010;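 active = inhibition above the mean over all tested compounds plus 3 SD, cut at about 3.6% in these data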;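 note: 0% = DAX-1 cells with DMSO and 100% = cells lacking DAX-1 with DMSO; higher inhibition means more luminescence from relief of DAX-1 repression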
# ssDAF-12 act: activates DAF-12 receptor from parasite S. stercoralis; HEK293 ssDAF-12/GRIP1 lit1-tk-luc reporter, luminescence; % of 3 µM dafachronic acid response; activation, % at 6.8 µM; 370,000 tested, 1% active;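 active = activation above the mean over all tested compounds plus 3 SD, cut at about 0.9% in these data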;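 note: 0% = DMSO-only wells and 100% = 3 µM delta7-dafachronic acid wells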
# sPLA2-III inh: Blocks human group III sPLA2 activity; 370,000 tested, 0.56% active; AID 743126; QFRET BODIPY PC-A2 liposome hydrolysis, fluorescence; inhibition, % at 12.2 µM; Q9NZ20;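 active = inhibition above mean plus 3 SD of compounds lying within the high and low control bounds, cut at about 19% in these data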;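 note: 0% = median of test compound wells and 100% = no enzyme DMSO wells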
# Numbers without * were called inactive; i = inactive; x = no result given.
mol	ADAM10 inh	DAX1 inh-1	PLC-gamma1 inh	hgDAF12 agonist	ADAM17 inh	GAA850 FXN act	hcDAF-12 act	PLC-beta3 inh	DAX1 inh-2	ssDAF-12 act	sPLA2-III inh
O=C1CCN(S(=O)(=O)c2cc(C(F)(F)F)ccc2Cl)CC1	4	0.1	4	-1.0	-2	2.6	-1.1	4	-0.4	-0.9	-9
Cn1c(=O)c2cc(NC(=S)NC3CC3)ccc2n1C/C=C/c1ccccc1	-489	x	-129	-0.5	-143	-0.6	-0.2	-180	-0.4	-0.2	9
CCc1cccc(Nc2c([N+](=O)[O-])cc(C(=O)N3CC(=O)Nc4ccccc43)cc2[N+](=O)[O-])c1	15	-0.7	5	0.6	6	1.2	-0.7	3	-0.5	-1.2	10
CCC(=O)Nc1nnc(-c2cccs2)s1	-117	3.3	-16	7.2	-37	1.9	-1.2	-14	0.2	-1.0	-4
CCOc1ccc(CSC(=N)N)cc1	1	-0.3	1	2.9	0	0.6	-2.0	4	-1.1	-1.5	10
Cc1nnc(SCc2nnc(-c3ccccc3)o2)n(N)c1=O	10	-0.1	3	-0.6	3	2.5	0.5	-1	0.9	-0.8	2
COc1ccc(OCC(O)CNC(=O)c2c(-c3ccccc3)noc2C)cc1 (centres undefined)	-5	0.5	1	-2.0	1	1.3	-1.0	-7	0.0	-1.0	1
COC(=O)c1cn(CC(=O)Nc2ccccc2C)c2ccccc12	2	-0.1	1	-0.4	-4	-0.2	-3.1	-7	-0.3	-0.2	5
CCn1c(N2CCN(C(=S)NCC(C)C)CC2)nc2ccccc21	-1	-1.5	4	0.1	-1	1.4	-3.5	-4	-0.3	-2.3	18
COc1ccccc1NC(=O)CCC(=O)Nc1cc(OC)c(NC(=O)c2cccs2)cc1OC	10	-0.8	-5	-4.0	-2	-0.7	-3.1	-12	-0.7	-0.6	3
COC(=O)Cc1ccc(NC(=S)NCc2ccc(S(N)(=O)=O)cc2)cc1	-3	-0.1	1	-0.2	-3	-0.1	-1.9	-2	-0.3	-0.6	-2
Cc1ccc(CSc2nnc(SCC(=O)N/N=C/c3c(C)nn(-c4ccccc4)c3C)s2)cc1	7	-0.5	0	5.2	3	1.8	0.1	1	-0.4	-1.4	-17
CN1C(=O)c2oc3ccccc3c(=O)c2C1c1ccccn1 (centres undefined)	0	-0.1	-5	-2.1	-1	-0.9	-1.9	-6	0.0	-1.1	-1
Cn1c(CNC(=O)CNC(=O)c2ccc(C(C)(C)C)cc2)cc(=O)n(C)c1=O	-9	0.9	4	0.1	4	-0.1	-0.4	-2	0.8	-1.0	1
Cc1oc2c(C)c3oc(=O)c4c(c3cc2c1C)CCCC4	-11	-0.1	-33	0.9	-3	0.6	1.1	-40	0.8	-1.3	2
COc1ccc(CCNC(=O)CC(Cc2ccc(C)cc2)C(=O)O)cc1OC (centres undefined)	-1	1.1	-2	2.5	-6	0.1	-2.4	-5	0.0	-1.3	7
COCCN1CCN(C(=O)c2cc(COc3ccc(F)cc3Cl)on2)CC1	-2	0.1	-3	0.2	-4	1.3	-1.8	-10	-1.4	-0.9	4
Cc1cc(C)c(NC(=S)N(CCN(C)C)Cc2cccs2)c(C)c1	7	0.5	0	-1.8	1	-1.4	-0.6	-1	-1.4	-1.3	4
COc1ccc(C(=O)N2CCN(C(=O)CC(C)C)CC2)cc1OC	-14	1.6	-3	-1.6	-3	1.7	0.8	1	0.6	-0.4	6
CC(C)CCN1C(=O)c2ccccc2C1c1nnnn1-c1ccc2c(c1)OCCO2 (centres undefined)	3	x	2	1.5	0	x	-0.1	3	0.8	-0.9	-1
O=C(CCN1C(=O)C2CC=CCC2C1=O)Nc1nc(-c2ccc(F)c(F)c2)cs1 (centres undefined)	1	-0.2	-2	2.6	-2	2.8	-1.4	-5	1.5	-0.9	-2
COc1ccc(-c2noc(=O)n2Cc2ccccc2F)cc1	3	-0.2	1	-0.9	-3	-1.2	-3.4	-7	-0.2	-1.2	4
Cc1ccc(S(=O)(=O)N2CCN(C(=O)C(F)(F)F)C2c2ccc(N(C)C)cc2)cc1 (centres undefined)	6	1.3	-1	0.5	0	1.2	0.6	-2	0.5	-1.4	2
COc1ccc(C(=O)NC(Cc2c[nH]c3ccccc23)C(=O)O)cc1 (centres undefined)	-1	1.8	7	7.0	0	2.5	4.4	-6	0.1	-1.7	-13
Clc1ccc(CN2C3=NCCCN3c3ccccc32)cc1	2	-0.4	0	-0.4	-5	-1.8	-2.9	-3	-0.3	-1.1	10
O=C(COC(=O)c1ccc(O)cc1)c1ccc(S(=O)(=O)N2CCCCC2)cc1	-2	-0.8	-2	1.2	2	0.8	2.3	-4	0.7	0.6	-72
Cc1cc(C)nc(S/C=C/C(=O)c2ccccc2)n1	-9	-1.3	1	-0.5	-1	15*	-0.9	-3	-0.6	-1.4	0
CCOC(=O)c1c(C)n(CC(COC(C)=O)OC(C)=O)c2ccc(OC(C)=O)cc12 (centres undefined)	1	-0.7	3	1.4	-3	-0.3	0.0	-4	-0.1	-0.8	-7
Fc1ccc(CN2CCCN(C(=S)Nc3ccc(F)cc3)CC2)cc1	0	-1.8	2	-1.0	-1	-1.9	-1.5	-5	-0.3	-1.1	-1
COc1ccc(CC(N)c2csc(NC(=O)Nc3ccccc3Cc3ccccc3)n2)cc1 (centres undefined)	1	x	5	2.5	4	15*	-1.5	9	-1.0	-1.0	15
COc1ccc(O)c(C(=O)CC(=O)c2ccncc2)c1	-482	1.7	i	12*	-137	2.9	0.8	i	4.7*	-0.9	-6
CC(=O)N=c1sccn1CC(=O)c1ccc([N+](=O)[O-])cc1	4	0.4	0	-1.0	-5	-1.4	1.9	-1	-0.6	-2.2	-10
O=C(Cn1nnc(-c2ccccc2)n1)NC(=O)NC1CCCC1	11	0.7	2	4.9	2	0.4	-1.1	-6	-0.7	-0.8	-14
COC(=O)c1sc(NC(=O)CSc2nc3cccnc3n2C)nc1C	-2	2.2	1	-0.5	-1	2.4	0.3	-6	0.0	-0.6	-2
CNc1nc2ccccc2n1/N=C/c1cccc(OC)c1OC	-1	-1.4	-3	2.0	-4	-1.3	-2.7	-5	-1.9	-1.9	-8
COc1ccc(NC(=O)CN(C)C(=O)Cc2ccc3c(c2)CCC3)cc1	-8	0.0	-1	-1.9	-1	-2.5	-0.9	-4	-2.2	-0.2	2
CC(C)Oc1cc2ccccc2cc1CNC[C@H]1O[C@@H](n2cnc3c(N)ncnc32)[C@H](O)[C@@H]1O	-10	0.8	0	-0.6	-2	-0.3	1.1	1	0.4	-1.3	3
C=CCCC(=O)N1CCC(Oc2cccc(C(=O)NCc3ccccn3)c2)CC1	-20	0.3	-6	-2.2	-6	0.1	-2.2	-9	-2.4	-0.7	7
O=C1CN(C(=O)c2ccco2)c2ccccc2N1	4	0.4	8	1.7	4	0.8	0.3	5	-0.1	-0.9	1
N#CCC(=O)N/N=C\c1cc(Br)ccc1OC/C=C/c1ccccc1	-2	0.6	-4	2.6	4	3.9	1.7	-6	0.6	-0.4	-6
C=CCOc1ccccc1/C=N/NC(=O)Cc1ccccc1	9	0.3	14*	-1.9	11*	-0.2	0.7	-4	-0.4	-1.2	4
N#CCCN(C(=O)COC(=O)/C=C/c1cccs1)c1ccccc1	-9	0.5	3	0.8	0	0.1	2.5	3	-1.3	-1.1	-1
C[C@H](O)[C@@H]1CN2CCc3c([nH]c4ccccc34)[C@@H]2C[C@@H]1N(C)C(=S)NCCc1ccccc1	i	x	i	3.1	-169	x	3.9	i	2.7	0.3	1
O=C(c1ccc(Nc2cccc(C(F)(F)F)c2)nc1)N1CCCC1	-4	-1.2	-23	-1.4	0	-1.7	-1.7	-27	-0.8	-0.7	-4
COc1cccc(CNc2ccc([N+](=O)[O-])cc2C)c1	17	-0.7	6	-0.5	12*	4.8	-0.6	-1	-2.5	-2.2	-27
COc1ccc(C2NC(=O)NC(C)=C2C(=O)OC2CCCCC2)cc1 (centres undefined)	-2	-1.3	0	0.4	-3	1.7	-0.2	3	-0.3	-1.1	12
Cc1ccccc1OCc1nnc2c3cnn(C)c3ncn12	8	-0.3	4	4.9	-5	1.1	2.6	1	0.2	-0.6	11
CCOC(=O)C1(C(F)(F)F)N=C(c2cccnc2)OC(N2CCCCC2)=N1 (centres undefined)	8	-0.2	-2	-0.7	-2	2.5	-0.8	3	-0.5	-1.6	0
COc1ccccc1N1CCN(C(=S)Nc2ccc(S(=O)(=O)N3CCOCC3)cc2)CC1	2	-1.7	-2	-5.3	2	0.0	-0.9	7	-1.5	-1.3	-14
Cc1ccc(CNS(=O)(=O)c2ccc3oc(C(=O)O)c(C)c3c2)cc1	4	0.2	3	-1.2	5	0.1	-1.9	4	-0.4	-0.6	-5

# Remaining list, next part:
mol	ADAM10 inh	DAX1 inh-1	PLC-gamma1 inh	hgDAF12 agonist	ADAM17 inh	GAA850 FXN act	hcDAF-12 act	PLC-beta3 inh	DAX1 inh-2	ssDAF-12 act	sPLA2-III inh
Cc1nc(NCCc2ccccc2)c2nnn(Cc3ccccc3Cl)c2n1	4	2.6	0	-1.5	2	1.2	-0.7	-6	0.1	-1.7	-1
COCCNC(=O)COc1cccc2c1OC(C)(C)C2	-3	-1.2	-2	1.7	-1	-0.7	-0.1	-3	-0.4	-1.5	-3
CCOC(=O)NC(=O)c1cn(C(CC)CO)c(=O)[nH]c1=O (centres undefined)	1	-0.2	6	-1.0	1	-0.2	-0.1	1	-0.8	-1.8	2
CCN(CC(=O)Nc1ccc2c(c1)OCCO2)C(=O)c1ccc(CS(C)(=O)=O)cc1	-17	2.5	3	0.6	-2	1.6	0.0	-4	-6.1	-0.4	11
COc1ccccc1NC(=S)Nc1ccccc1F	-7	0.2	3	-3.3	-3	0.9	-0.6	0	-0.1	-0.8	5
C=CCNC(=S)N1C[C@H]2CON(C)[C@H]2C[C@H]1c1ccccc1Br	-5	x	2	-2.5	1	x	-1.3	1	2.5	-1.6	2
CN1CCN(C(=O)CN2C(=O)COc3ccc(S(=O)(=O)N4CCOCC4)cc32)CC1	2	1.0	0	1.7	1	1.5	-2.1	-2	0.3	-1.1	0
CC(C)CC(=O)NCC(C)NC(=O)CC(C)C (centres undefined)	-4	0.5	2	-1.3	-3	0.0	0.2	1	0.2	-0.3	-3
CC(=O)c1cccc(OCC(=O)N(CCC2=CCCCC2)c2c(N)n(Cc3ccccc3)c(=O)[nH]c2=O)c1	-59	4.3*	-15	1.5	-21	-1.4	1.4	-15	0.2	-2.0	-1

# Compound activity deposited in PubChem BioAssay by The Scripps Research Institute Molecular Screening Center.
